Screening results (PubChem BioAssay)
KCNQ1 block: human KCNQ1 channel inhibition | CHO-K1 KCNQ1, FluxOR thallium flux fluorescence; hits give high values | B-score at 10 µM | 310,000 tested, 1.3% active;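 active = compounds whose thallium flux B-score, printed positive for inhibition, exceeds three library SD while starting fluorescence stays within three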;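 also: channel opened by potassium depolarization with thallium stimulus after 20 min compound exposure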
DYRK1A inh: Dyrk1A (rat) kinase inhibition. Q63470. ADP-Glo luminescence, NFATc1 peptide. inhibition, % at 12.5 µM. 310,000 tested, 0.43% active. AID 504441; in the data active = inhibition above about 50%;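 also: plate controls were vehicle with enzyme for no effect and no enzyme for full effect; many of its hits are not listed in these tables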
KCNK9 inh: blocks the human KCNK9 two-pore domain potassium channel; Q9NPC2; HEK293 KCNK9, FluxOR thallium flux fluorescence; hits give low values; B-score at 10 µM; 310,000 tested, 1.2% active; AID 488922;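 active = ratio B-score over 3 SD below the library mean, with starting fluorescence within 5 SD of its mean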;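 also: negative B-score means less thallium flux so channel inhibition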
hERG protect: hERG (human) protection from proarrhythmic block; CHO-hERG, FluxOR thallium flux, dofetilide IC70 present; activation (rescue from dofetilide block), less the hit threshold, % at 10 µM; 310,000 tested, 0.51% active; AID 1511;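 active = activation above the mean of controls blocked by dofetilide plus 5 SD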;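 also: thallium influx through hERG after potassium depolarization seen as dye fluorescence rise; in these data hits start at about 4.7%; inactives centre near -7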
Target sequence (Q12809 whole entry, looked up): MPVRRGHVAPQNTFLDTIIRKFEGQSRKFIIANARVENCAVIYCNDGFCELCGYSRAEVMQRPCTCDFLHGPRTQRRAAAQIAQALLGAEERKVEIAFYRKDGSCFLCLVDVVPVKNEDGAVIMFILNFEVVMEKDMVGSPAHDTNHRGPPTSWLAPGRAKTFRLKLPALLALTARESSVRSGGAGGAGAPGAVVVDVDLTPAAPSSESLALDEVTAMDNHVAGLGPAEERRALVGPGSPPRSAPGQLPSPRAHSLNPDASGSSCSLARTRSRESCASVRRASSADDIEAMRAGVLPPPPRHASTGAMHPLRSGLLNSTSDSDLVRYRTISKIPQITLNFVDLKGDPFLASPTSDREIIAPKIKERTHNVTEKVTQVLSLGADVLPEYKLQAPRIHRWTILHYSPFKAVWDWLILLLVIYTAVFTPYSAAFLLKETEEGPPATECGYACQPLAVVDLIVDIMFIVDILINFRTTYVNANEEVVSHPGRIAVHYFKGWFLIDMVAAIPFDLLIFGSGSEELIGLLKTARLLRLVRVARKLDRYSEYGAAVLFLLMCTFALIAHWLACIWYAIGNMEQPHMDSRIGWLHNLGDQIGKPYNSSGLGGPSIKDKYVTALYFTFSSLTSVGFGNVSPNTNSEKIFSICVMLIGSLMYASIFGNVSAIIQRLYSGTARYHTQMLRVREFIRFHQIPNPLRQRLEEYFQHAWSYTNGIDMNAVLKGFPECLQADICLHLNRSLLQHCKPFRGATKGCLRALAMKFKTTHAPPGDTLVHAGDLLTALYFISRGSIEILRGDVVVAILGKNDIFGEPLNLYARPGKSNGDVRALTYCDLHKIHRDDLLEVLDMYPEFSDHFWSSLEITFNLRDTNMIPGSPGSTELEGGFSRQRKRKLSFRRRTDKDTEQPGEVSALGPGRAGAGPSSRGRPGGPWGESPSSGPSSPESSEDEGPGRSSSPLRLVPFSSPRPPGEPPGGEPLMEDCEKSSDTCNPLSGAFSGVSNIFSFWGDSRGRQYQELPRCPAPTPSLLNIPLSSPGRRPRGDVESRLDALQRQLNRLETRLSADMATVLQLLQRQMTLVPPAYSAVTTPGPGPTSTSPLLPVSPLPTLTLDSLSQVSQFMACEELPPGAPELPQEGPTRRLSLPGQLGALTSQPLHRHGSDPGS
PolyA inhibitor: inhibitors of polyadenylation in S. cerevisiae. 300,000 tested, 0.02% active. S. cerevisiae SKY197-pL101 polyadenylation reporter, beta-gal luminescence; efflux-impaired pdr1/pdr3 knockout yeast; score 100 = 6 SD above DMSO. calls only at 12 µM. AID 1875;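 active = lowest replicate activity score at least 50, where 100 means six control SD above control mean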;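 also: yeast exposed to compound for 9 h at 30 °C; higher score means more reporter readthrough which indicates perturbed polyadenylation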
RGS4 block: inhibitors of human RGS4 | P49798 | B-score at 10 µM | HEK293 M3R/RGS4 inducible, Fluo-4 calcium flux; hits give high values; triggered by carbachol at its EC20 | 310,000 tested, 0.45% active | AID 463165;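 active = B-score, a plate-corrected calcium signal, over three deviations above library mean, with baseline fluorescence within five deviations of library mean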;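 also: RGS4 expression induced by doxycycline in cells with stable M3 receptor; B-score is computed from the integrated fluorescence ratio over baseline after carbachol; higher B-score means a larger calcium signal and so more RGS4 inhibition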
GSK3 alpha inh: inhibitors of human GSK-3 alpha kinase | P49840 | ADP-Glo luminescence, 60 min | inhibition, % at 10 µM | 320,000 tested, 0.1% active | AID 2650;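 in the data active = inhibition above about 50%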;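 also: GST-tagged GSK-3 alpha with peptide substrate and 25 µM ATP; 0% = DMSO neutral wells and 100% = GW8510 positive control wells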
KCNQ1 pot: potentiators or activators of human KCNQ1 potassium channel; P51787; CHO-K1 KCNQ1, thallium flux FluxOR fluorescence; hits give high values; B-score at 10 µM; 310,000 tested, 0.35% active;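 active = fluorescence ratio B-score, a plate-corrected score, at least three library SD, with initial intensity B-score within 5 SD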
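assay system = CHO-K1 cells stably expressing KCNQ1 | medium = assay buffer, equal DMSO in all wells | timing = 37 °C overnight plating, 90-min dark dye load, 20-min compound pretreatment | measured by = kinetic FluxOR thallium fluorescence, 10-s 1-Hz baseline, 110-s post-stimulus read | measure = fluorescence change relative to baseline, converted to B score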
GSK3B inh: human GSK3beta kinase inhibition | GST-GSK3beta kinase, ADP-Glo luminescence, 60 min; hits give low values | 300,000 tested, 0.038% active | activity score (negative = inhibition), % at 10 µM | P49841 | AID 2097;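 active = more than half of replicate wells score below -50%, meaning over 50% inhibition versus plate controls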;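 also: 0% = median DMSO wells and -100% = median GW8510 positive control wells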
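test system = GST-tagged human GSK3beta kinase, cell-free | reagent = 25 µM ATP with peptide substrate | dosing = one dose of 10 µM per compound | schedule = 60 min reaction, RT | detection = luminescent ADP-Glo measurement of ADP formed | control set = DMSO neutral wells and GW8510 at 20 µM as positive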
RGS4 pot: potentiators or activators of RGS4. HEK293 M3R/inducible RGS4, carbachol calcium flux Fluo4; hits give low values. B-score at 10 µM. 310,000 tested, 0.92% active. AID 463111;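 active = B-score of the integrated calcium signal more than 4 SD below the library mean, with starting fluorescence not abnormally high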;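 also: negative B-score means reduced calcium response which marks RGS4 activation or potentiation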
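Material: M3R-expressing HEK293 line, RGS4 induced by doxycycline | Schedule: Overnight RGS4 induction, 30 min dye load 37 °C, 20 min compound RT | Measured by: Fluo4 fluorescence kinetic imaging of calcium | Read-out: Integrated calcium ratio converted to B score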
KCNK3 inh: human KCNK3 channel inhibition, primary screen. AID 602410. O14649. 340,000 tested, 0.84% active. B-score at 10 µM. CHO-KCNK3 thallium flux, FluxOR fluorescence; hits give low values;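 active = B-score under library mean minus 4 SD, starting fluorescence ratio at most library mean plus 5 SD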;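 also: more negative B-score means stronger inhibition of thallium flux through KCNK3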
The depositor's hits bear a star; i = inactive; x = not tested or not shown. These rows are one share of the data; count on the stated rates, not on these rows.

| Molecule | RGS4 pot | KCNQ1 block | GSK3B inh | DYRK1A inh | GSK3 alpha inh | hERG protect | PolyA inhibitor | RGS4 block | KCNQ1 pot | KCNK9 inh | KCNK3 inh |
| --- | --- | --- | --- | --- | --- | --- | --- | --- | --- | --- | --- |
| O=C(CNC(=O)c1cccs1)OCC(=O)c1ccc([N+](=O)[O-])cc1 | i | i | 1 | -3 | 0 | -1 | i | i | i | i | i |
| COc1ccc(C(C[N+](=O)[O-])c2c(-c3ccccc3)cc3ccccn23)cc1OC (configuration not stated) | i | i | 0 | 5 | 0 | -16 | i | 13* | i | i | i |
| CCOC(=O)C1CCN(c2cc(C)nc3cc(-c4cccc(F)c4)nn23)CC1 | i | i | x | 0 | -2 | -8 | x | i | i | i | i |
| CNC(=O)NC(=S)NC(=O)c1ccc(OC)cc1 | i | i | -1 | -4 | -1 | -11 | i | i | i | i | i |
| Fc1cccc(CNc2ncnc3cc(Cl)ccc23)c1F | i | i | 2 | 5 | 0 | -6 | i | i | i | i | i |
| N/C(Cc1ccc([N+](=O)[O-])cc1)=N\OC(=O)Cc1ccccc1 | i | i | 1 | -2 | x | -10 | i | i | i | i | i |
| CC1=CC(=O)[C@H]2C(C)(C)CCC[C@]2(C)[C@@]1(O)CO | i | i | 3 | 6 | 1 | 0 | i | i | i | i | i |
| Cc1cc(C)c2nc(-c3cccc(Cl)c3)c(C)c(C(=O)N3CCOCC3)c2c1 | i | i | -1 | 8 | 0 | -13 | i | i | i | -7.4* | -9.5* |
| CCC(C)c1nc2c(c(N3CCC3=O)c1-c1ccccc1)CCCC2 (configuration not stated) | i | i | -4 | -5 | 5 | -9 | i | i | i | i | i |
| Cc1ccc(NC(=O)NCc2nc3ccccc3n2C)cc1 | i | i | 5 | -2 | -2 | -6 | i | i | i | i | i |
| O=C(Nc1ccc2oc(-c3ccccc3)nc2c1)c1cc(-n2cnnc2)ccc1Cl | i | i | 0 | -8 | -1 | -2 | i | i | i | i | i |
| COC(=O)C1=NN[C@H](C(=O)OC(C)(C)C)[C@H]1c1ccccc1 | i | i | 0 | -1 | 0 | -12 | i | i | i | i | i |
| COc1ccc(N2CC(C(=O)NCCc3ccc(Cl)cc3)CC2=O)cc1 (configuration not stated) | i | i | -2 | -10 | 0 | -7 | i | i | i | i | i |
| FC(F)(F)c1cc(N2CCOCC2)nc(-c2ccccc2)n1 | i | i | 0 | -3 | -1 | -5 | i | i | i | i | i |
| Clc1ss/c(=N\c2ccccn2)c1Cl | i | i | 0 | 7 | -1 | -11 | i | i | i | i | i |
| CC(=O)c1cccc(OCc2cc(C(=O)N(C)CCc3cnn(C)c3)no2)c1 | i | i | 1 | x | x | -10 | i | i | i | i | i |
| COc1ccccc1CNC(=O)c1cnccn1 | i | i | 5 | 3 | x | -8 | i | i | i | i | i |
| O=C(O)CC(C(=O)N(c1ccccc1)c1ccccc1)N1CCOCC1 (configuration not stated) | i | i | 2 | 1 | 0 | -5 | i | i | i | i | i |
| NC(=S)N/N=C/c1coc2ccc(O)cc2c1=O | i | i | -4 | -4 | 3 | -18 | i | i | i | i | i |
| Nc1ccc(O)c2c(=O)cc(-c3ccccc3Cl)oc12 | i | i | -1 | 41 | 7 | -10 | i | i | i | i | i |
| Cc1ccc2oc(-c3cccc(NC(=O)c4ccc(Br)o4)c3)nc2c1 | i | i | -3 | 6 | 1 | -8 | i | i | i | i | -11* |
| CC(C)(O)C#Cc1ccc(CN2CCCC(CNC(=O)c3ccco3)C2)cc1 (configuration not stated) | i | i | 3 | 0 | -2 | -7 | i | i | i | i | i |
| CCC(c1nnnn1CCOC)N(Cc1cc2c(C)cc(C)cc2[nH]c1=O)CC1CCCO1 (configuration not stated) | i | i | 2 | 0 | 7 | -10 | i | i | i | i | i |
| O=C(c1c(F)cccc1F)N1CCCC1 | i | i | 1 | -4 | 0 | -15 | i | i | i | i | i |
| Cc1ccc(Nc2nc3ccccc3n3cnnc23)cc1C | i | i | -3 | 7 | 0 | -4 | i | i | i | i | i |
| C[n+]1cn(Cc2cc(Cl)ccc2OC(F)F)c2ccccc21 | i | i | -1 | -1 | -1 | -4 | i | i | i | i | i |
| CC(=O)Nc1cccc(NC(=O)CSc2nc(=O)n3cccc(C)c3n2)c1 | i | i | -3 | 12 | 1 | -16 | i | i | i | i | i |
| COc1ccc(C(CC(=O)O)NC(=O)COc2cc(C)ccc2C)cc1OC (configuration not stated) | i | i | 1 | 2 | -5 | 1 | i | i | i | i | i |
| O=C(Oc1ccc(C(=S)N2CCOCC2)cc1)c1cccc([N+](=O)[O-])c1 | i | i | 0 | 2 | -1 | -6 | i | i | i | i | i |
| O=S(=O)(Nc1nc2ccccc2nc1NCc1ccco1)c1cccs1 | i | i | 6 | 2 | -1 | 1 | i | i | i | i | i |
| Cc1c(-c2ccccc2)sc(Br)c1C(=O)N1CCOCC1 | i | i | 1 | 0 | -2 | -7 | i | i | i | i | i |
| O=C(Nc1ccccc1)N(C1=NCCC1)c1ccc(OC(F)F)cc1 | i | i | 3 | 8 | 0 | -3 | i | i | i | i | i |
| CCN(C(=O)CSc1nnc(Nc2ccccc2)s1)C1CCS(=O)(=O)C1 (configuration not stated) | i | i | 4 | -5 | 0 | -3 | i | i | i | i | i |
| S=c1[nH]nc(-c2ccco2)n1/N=C/c1ccc(Cl)cc1 | i | i | 0 | 34 | 0 | 1 | i | i | i | i | i |
| COc1cccc(/C=N/NC(=O)CN(C2=NS(=O)(=O)c3ccccc32)c2ccccc2)c1 | i | i | -2 | -7 | 0 | -6 | i | i | i | i | i |
| O=C(N/C(=C/c1cccs1)C(=O)N1CCOCC1)c1ccccc1 | i | i | -2 | -5 | -2 | -7 | i | i | i | i | i |
| Cc1cc(C)cc(N(CC(=O)NC(C)C)C(=O)CCC(=O)Nc2ccccn2)c1 | i | i | 2 | 3 | -1 | -8 | i | i | i | i | i |
| CC(=O)c1cccc(NC(=O)c2cc(-c3ccc(F)cc3)on2)c1 | i | i | 2 | -2 | 4 | -5 | i | i | i | i | i |
| CCCN(C(=O)C(C)Oc1cccc(Cl)c1)c1c(N)n(Cc2ccccc2)c(=O)[nH]c1=O (configuration not stated) | i | i | 2 | -8 | 2 | -12 | i | i | i | i | i |
| CC(=O)N/N=C(\N)c1nonc1N | i | i | -2 | x | 3 | -5 | i | i | i | i | i |
| N#Cc1ccccc1/C=N/Nc1nc(-c2ccccc2)c2cc(Br)ccc2n1 | i | i | 0 | -4 | -3 | -13 | i | i | i | i | i |
| O=C(COc1cc(F)ccc1[N+](=O)[O-])Nc1cccc(Br)c1 | i | i | 1 | 3 | 7 | -4 | i | i | i | i | i |
| COc1ccnc(CSC(N)=Nc2ccc(F)cc2)c1 | i | i | 2 | -3 | 1 | -4 | i | i | i | i | i |
| Clc1ccc(OCc2cc(-c3ccccc3)no2)c(Cl)c1 | i | i | -4 | 1 | -2 | 0 | i | i | i | -7.4* | i |
| Cc1ccc(S(=O)(=O)N2CCC(NC(=O)c3ccccc3)CC2)cc1 | i | i | 0 | 2 | x | -12 | i | i | i | i | i |
| O=C(Nc1ccc(Cc2ccc(NC(=O)C3CC3)c(O)c2)cc1O)C1CC1 | i | i | -2 | -4 | 1 | 0 | i | i | i | i | i |
| Brc1cccc(/C=N\n2cnnc2)c1 | i | i | 0 | -2 | -2 | -12 | i | i | i | i | i |
| COc1ccc(C(=O)NCCNC(=O)c2ccc(OC)cc2)cc1 | i | i | -3 | 0 | 1 | -4 | i | i | i | i | i |

As a short view, some entries already given:
| Molecule | RGS4 pot | KCNQ1 block | GSK3B inh | DYRK1A inh | GSK3 alpha inh | hERG protect | PolyA inhibitor | RGS4 block | KCNQ1 pot | KCNK9 inh | KCNK3 inh |
| --- | --- | --- | --- | --- | --- | --- | --- | --- | --- | --- | --- |
| CC(=O)c1cccc(NC(=O)c2cc(-c3ccc(F)cc3)on2)c1 | i | i | 2 | -2 | 4 | -5 | i | i | i | i | i |
| CCCN(C(=O)C(C)Oc1cccc(Cl)c1)c1c(N)n(Cc2ccccc2)c(=O)[nH]c1=O (configuration not stated) | i | i | 2 | -8 | 2 | -12 | i | i | i | i | i |
| CC(=O)N/N=C(\N)c1nonc1N | i | i | -2 | x | 3 | -5 | i | i | i | i | i |
| N#Cc1ccccc1/C=N/Nc1nc(-c2ccccc2)c2cc(Br)ccc2n1 | i | i | 0 | -4 | -3 | -13 | i | i | i | i | i |
| O=C(COc1cc(F)ccc1[N+](=O)[O-])Nc1cccc(Br)c1 | i | i | 1 | 3 | 7 | -4 | i | i | i | i | i |

Next section:
| Molecule | RGS4 pot | KCNQ1 block | GSK3B inh | DYRK1A inh | GSK3 alpha inh | hERG protect | PolyA inhibitor | RGS4 block | KCNQ1 pot | KCNK9 inh | KCNK3 inh |
| --- | --- | --- | --- | --- | --- | --- | --- | --- | --- | --- | --- |
| O=c1[nH]cnc2c1c(-c1ccccc1)cn2-c1ccc(F)cc1 | i | i | -1 | 15 | -1 | -3 | i | i | i | i | i |
| O=C1CCC(=O)N(O)CCCCCNC(=O)CCC(=O)N(O)CCCCNC(=O)CCC(=O)N(O)CCCCCN1 | i | i | 2 | -7 | 0 | -6 | i | i | i | i | i |
| CCC(C(=O)N1CCOCC1)n1nc(C)n2c(cc3cc(C)ccc32)c1=O (configuration not stated) | i | i | 2 | 5 | -8 | -6 | i | i | i | i | i |
| Cc1nc(C(=O)NNC(=O)c2c(-c3c(Cl)cccc3Cl)noc2C)cs1 | i | i | -6 | 5 | -2 | -9 | i | i | i | i | i |
| COc1ccccc1-n1nc(C)c(-c2ccccc2)c1N | i | i | 1 | x | -2 | -7 | i | i | i | i | i |
| COc1ccccc1C(c1nnnn1C(C)(C)C)N1CCN(Cc2ccncc2)CC1 (configuration not stated) | i | i | 4 | 1 | -3 | -8 | i | i | i | -19* | -9.2* |
| CCN1CCN(C(c2cccs2)C(C)NS(=O)(=O)c2ccc(F)cc2)CC1 (configuration not stated) | i | i | -1 | 6 | -1 | -10 | i | i | i | i | i |
| COc1cccc(NC(=O)CCNS(=O)(=O)c2ccc3c(c2)CC(C)N3C(=O)C2CC2)c1 (configuration not stated) | i | i | -2 | -1 | -2 | -11 | i | i | i | i | i |
